Bioassay records from PubChem BioAssay.
mouse EphA4 binding = inhibitors of EphA4 binding to KYL peptide, primary screen, biochemical, colorimetric, mouse EphA4 (AID 689). EphA4-AP binding to KYL peptide, pNPP A405; higher % means a stronger effect. 62,000 compounds, 0.1% hits. inhibition, % at 10 µM; hits with a dose series show IC50 in µM; in the data active = a potency from the dose series; inactive = the rest, 99 in 100 with inhibition below about 22%
* = called active by the depositor. These rows are one share of the data. The share of hits here may be higher or lower than overall.

Preview, seven compounds:
molecule	mouse EphA4 binding
O=C(CN1CCN(c2nc(-c3ccc(F)cc3)cs2)CC1)Nc1ccc2c(c1)OCO2	0%
COc1ccc(/C(N)=N/OC(=O)COc2ccccc2C)cc1	2%
Cc1cnc(C(=O)OCC(=O)Nc2oc(-c3ccccc3)c(-c3ccccc3)c2C#N)cn1	3%
O=C(C1=C(O)C(=O)N(c2ncccn2)C1c1ccc(Cl)c(Cl)c1)c1ccco1 (configuration not stated)	3%
COc1ccc(N2C(=O)C3C4C=CC(C4=C(C)C)C3C2=O)cc1 (configuration not stated)	-3%
COc1ccc(/C=C/C(=O)NC(=S)Nc2ccccc2C(=O)NC2CCCCC2)cc1	-12%
CC1Cc2ccccc2N1S(=O)(=O)c1cccc(C(=O)OCC(=O)NC2CCS(=O)(=O)C2)c1 (configuration not stated)	14%

The listing, previewed entries included:
molecule	mouse EphA4 binding
O=C(CN1CCN(c2nc(-c3ccc(F)cc3)cs2)CC1)Nc1ccc2c(c1)OCO2	0%
COc1ccc(/C(N)=N/OC(=O)COc2ccccc2C)cc1	2%
Cc1cnc(C(=O)OCC(=O)Nc2oc(-c3ccccc3)c(-c3ccccc3)c2C#N)cn1	3%
O=C(C1=C(O)C(=O)N(c2ncccn2)C1c1ccc(Cl)c(Cl)c1)c1ccco1 (configuration not stated)	3%
COc1ccc(N2C(=O)C3C4C=CC(C4=C(C)C)C3C2=O)cc1 (configuration not stated)	-3%
COc1ccc(/C=C/C(=O)NC(=S)Nc2ccccc2C(=O)NC2CCCCC2)cc1	-12%
CC1Cc2ccccc2N1S(=O)(=O)c1cccc(C(=O)OCC(=O)NC2CCS(=O)(=O)C2)c1 (configuration not stated)	14%
c1cnc2c(SCc3ccc(-c4nnco4)cc3)cccc2c1	-4%
COc1ccccc1CNC(=O)C(CC(C)C)NC(=O)C1CCC(C)CC1 (configuration not stated)	-5%
O=C(Cn1nc(-c2ccc(Cl)cc2)ccc1=O)NCc1ccc2c(c1)OCO2	-8%
COc1ccc(N(CC(=O)Nc2cccc3ccccc23)S(=O)(=O)c2ccc(C)cc2)cc1OC	6%
CC(C)c1ccc(NC(=O)N(CCc2nc3ccccc3[nH]2)C2CCCC2)cc1	12%
CC(CCc1ccco1)NC(=O)Nc1cccc(F)c1 (configuration not stated)	-4%
COC(=O)COc1ccc(Cl)cc1C1Nc2ccccc2C(=O)N1c1ccc(OC)cc1 (configuration not stated)	-9%
CC(C)COc1ccc(C(=O)Nc2ccc([N+](=O)[O-])cc2)cc1	3%
CCOC(=O)CC(Nc1nc(N2CCOCC2)nc(N2CCOCC2)n1)c1ccccc1Cl (configuration not stated)	-9%
CCOC(=O)c1c(N)sc2c1CCCC2	-1%
Cc1cccc(C(=O)NC2CCN(C(=S)NCc3ccco3)CC2)c1	-27%
O=C(Nc1ccc2nn(-c3cccc4ccccc34)nc2c1)c1ccc([N+](=O)[O-])o1	5%
N/C(=N\OC(=O)Cc1cccs1)c1ccccc1	-2%
CC(=O)Nc1ccc2c(c1)nc(CCN1CCC(C)CC1)n2C	2%
COc1ccccc1NC(=O)c1nn(-c2ccc(F)c(F)c2)ccc1=O	-6%
Cc1ccc(C(=O)n2nc(-c3ccccc3)nc2NCc2ccco2)cc1	2%
CC(C)COP(=O)(c1ccc(N(C)C)cc1)C(O)c1ccncc1 (configuration not stated)	-13%
O=C1C=C(NCC2CCCO2)CC(c2ccccc2)C1 (configuration not stated)	1%

Given as labelled records: part of the list above.
COc1ccccc1NC(=O)c1nn(-c2ccc(F)c(F)c2)ccc1=O
  mouse EphA4 binding: -6%
Cc1ccc(C(=O)n2nc(-c3ccccc3)nc2NCc2ccco2)cc1
  mouse EphA4 binding: 2%

The list goes on.
molecule	mouse EphA4 binding
C=CCNC(=O)c1onc(CSc2cccc(Cl)c2)c1C(=O)O	-10%
CCOC(=O)c1[nH]c(C)c(C(=O)NCc2cccnc2)c1C	-4%
Cc1ccc(S(=O)(=O)Nc2c(C)n(C)n(-c3ccccc3)c2=O)cc1	-10%
COc1ccc(OC)c(Nc2nc(-c3sc(NC(=O)C(C)(C)C)nc3C)cs2)c1	1%
CC(C)(C)c1ccccc1OCC(=O)NCCC(=O)O	-10%
O=c1[nH]c(CSc2nnc(-c3ccccc3)n2C2CCCCC2)nc2ccccc12	-12%
CCn1c(CSc2nnc(C)n2-c2ccccc2)nc2cc(S(=O)(=O)N(C)C)ccc21	-4%
COc1cc(-c2nnn(CC#N)n2)ccc1OCc1ccccc1	-6%
Cc1ccc(NC(=O)C2(NC(=O)c3cccc(N4C(=O)CSC4c4ccccc4)c3)CCCCC2)cc1 (configuration not stated)	3%
CCOc1cc(/C=C2/SC(=Nc3ccccc3)N(Cc3cccnc3)C2=O)ccc1OCC#N	-10%
CCCCCc1nc2c(=O)[nH]c3ccccc3c2o1	-9%
CC(NS(=O)(=O)c1ccc(CCC(=O)NCc2cccnc2)cc1)c1ccccc1 (configuration not stated)	-1%
Oc1ccccc1-c1nc(N2CCCC2)c2ccccc2n1	6%
CCOc1c2ccc(C(=O)NCc3ccccc3OC)cc2nn1CC	-14%
O=C(CCn1c(=S)[nH]c2ccccc2c1=O)NCCCN1CCOCC1	-9%
Cc1oc2ccc(OCc3c(F)cccc3Cl)cc2c1C(=O)O	-2%
CCOc1cccc(-c2nnc3sc(COc4ccc(C)cc4)nn23)c1	-2%
CC(=O)Oc1ccc2oc(/C=C/N(C)C)c([N+](=O)[O-])c2c1	-13%
CCOC(=O)NC(Nc1sc2c(c1C(=O)OC)CCN(C)C2)(C(F)(F)F)C(F)(F)F	-5%
CSc1ccc(/C=N\NC(=O)CNc2ccc(C)cc2)cc1	3%
COc1ccc(C2NC(=O)NC(O)(C(F)(F)F)C2C(=O)c2ccccc2)cc1OC (configuration not stated)	-8%
COCC(=O)Nc1ccc(-c2cn3cccnc3n2)cc1	-6%
CCCn1c(SCC(=O)NCc2cccs2)nc2c1c(=O)n(C)c(=O)n2C	-2%
Cc1nnc2sc(-c3ccncc3)nn12	7%
COC(=O)c1ccc(-c2nc3ccc(C)cc3o2)cc1	14%
Cc1sc2nc(C3CC3)nc(SCC(=O)NCc3ccco3)c2c1C	1%
Cc1ccc(N2C(=O)/C(=C\c3ccc(-c4ccc(Cl)c(C(=O)O)c4)o3)C(=O)NC2=S)cc1	-14%
CC(C)Cn1c(N2CCN(C(=O)c3cccs3)CC2)nc2ccccc21	4%
COC(=O)Cn1cc(C(=O)c2ccco2)c2ccccc21	-8%
CSc1nc2sc3c(c2c(=O)n1C)CCCC3	-10%
COc1ccc(C(=O)N2CCCC2)cc1S(=O)(=O)N1CCC(C)CC1	-15%
Cc1oc(CC(C)C)cc1C(=O)Nc1ccc(C(=O)O)cc1	-5%
O=C(N1CCOCC1)N1CCN(C(=O)N(c2ccccc2)c2ccccc2)CC1	-8%
O=C(Nc1ccc(Cl)cc1F)c1ccc(COc2c(F)c(F)c(F)c(F)c2F)o1	8%
O=C(COc1ccccc1Cl)N1CCN(c2ncccn2)CC1	-15%
O=S(=O)(NCCSCc1c(Cl)cccc1Cl)c1ccc2c(c1)OCCO2	-3%
COc1cc(C2=NOC(C(=O)NCc3cccs3)C2)cc(OC)c1OC (configuration not stated)	-3%
N/C(=N\OC(=O)C12CC3CC(CC(C3)C1)C2)c1ccccc1	-4%
O=C1/C(=C/c2ccc3c(c2)OCO3)SC(=NCc2ccccc2)N1Cc1ccccc1	20%
CCN1C(=S)SC(=O)C1=C1C=C(C)OC(C)=C1	15%
COC(=O)C1=C(C)NC2=C(C(=O)CC(c3cccs3)C2)C1c1ccsc1 (configuration not stated)	-4%
Cn1c(SCC(=O)Nc2ccccc2-c2ccccc2)nnc1-c1ccco1	11%
CCCc1[nH]nc2c1C1(CCOC1C)C(C#N)=C(N)O2 (configuration not stated)	17%
COc1ccc(S(=O)(=O)N(CCCN2CCCC2=O)Cc2cc3c(C)cc(C)cc3[nH]c2=O)cc1	8%
O=S(=O)(c1ccc(-c2csc(=Nc3ccccc3)n2CCCN2CCOCC2)cc1)N1CCOCC1	-3%
O=C(CCCN1C(=O)c2cccc3cccc(c23)C1=O)N1CCN(Cc2ccc3c(c2)OCO3)CC1	4%
CC(C)(C)c1ccc(-c2c(C#N)c(N)nc3c2CCCC3)s1	-10%
Fc1ccc2nc3[nH]c4ccccc4c3nc2c1	-5%
Cc1c(-c2ccccc2)nc2ccccc2c1C(=O)Oc1ccc([N+](=O)[O-])cc1	-4%
CC(C)COC(=O)C(N)C(C(=O)OCC(C)C)c1ccccc1 (configuration not stated)	-4%

(cont.)
molecule	mouse EphA4 binding
Cc1ccc(-n2nc3ccc(NC(=O)/C=C/c4ccco4)cc3n2)cc1C	-6%
O=C(NNc1ncc(C(F)(F)F)cc1Cl)c1c(Cl)cccc1Cl	3%
Cn1c(SCC(=O)NC2CCCCC2)nnc1-c1cc2cc(Cl)ccc2o1	0%
O=C(NCc1ccc(Cl)cc1)c1ccccc1Oc1ccccc1	0%
Cc1nc2ccc(S(=O)(=O)N(C)CC(=O)NCc3ccc4c(c3)OCO4)cc2s1	-3%
C/C(N)=C(/C#N)C(=O)COC(=O)CCC1CCCC1	-10%
CCN(CC)CCOc1c(Br)ccc2c1sc1nc3n(c(=O)c12)CCC3	-12%
N#CC1=C(N)C(C#N)(C#N)[C@H](c2c(F)cccc2F)[C@H]2CC3(CC=C12)OCCO3	2%
Cc1nc(N2CCN(c3ccccc3)CC2)nc2c1C(=O)CC(C)C2 (configuration not stated)	3%
COCCCNC(=O)COc1ccccc1	-8%
Cc1cc(S(=O)(=O)N2CCC(NC(=O)C34CC5CC(CC(C5)C3)C4)CC2)ccc1-n1cnnn1	4%
CCOC(=O)CN1C(=O)COc2ccc(C(C)(C)C)cc21	-12%
Cc1sc(NC(=O)CSC2=NCCS2)nc1-c1ccccc1	-10%
CCN(CC)CC(O)COCCC12CC3CC(CC(C3)C1)C2 (configuration not stated)	-7%
O=C(C(Sc1ccccc1)c1ccccc1)N1CCN(c2ccccc2F)CC1 (configuration not stated)	6%
Cn1c(=O)c2c(-c3ccc(C(C)(C)C)cc3)n(CC3CCCO3)cc2n(C)c1=O (configuration not stated)	-11%
CCCCCSc1nncc(=O)[nH]1	0%
O=C(N1CCOCC1)C(F)(F)C(F)(F)C(F)(F)C(F)(F)C(=O)N1CCOCC1	-6%
O=C(CSc1nnc(-c2ccc(Br)cc2)o1)OCc1ccccc1	8%
NC(=O)C1CCN(C(=O)N2c3ccccc3Sc3ccccc32)CC1	2%
CCN1CNC(=S)N(c2cc(C)ccc2C)C1	3%
CCc1ccccc1NC(=O)C1CC(c2ccc(F)cc2)=NO1 (configuration not stated)	-13%
CCc1ccc(C2=NN(S(C)(=O)=O)C(c3cccs3)C2)cc1 (configuration not stated)	-2%
O=C(NC1CCCC1)C(c1ccccc1)N(C(=O)c1ccno1)c1cccnc1 (configuration not stated)	-7%
O=C(Nc1cc(F)ccc1F)C1CCCO1 (configuration not stated)	-20%
O=C(NC(=S)Nc1ccc(-c2nc3ccccc3o2)cc1)c1ccco1	-1%
O=C(O)CNC1=NCCCCC1	5%
COc1ccc(C(c2nnnn2Cc2cccs2)N2CCN(c3ccc(F)cc3)CC2)cc1OC (configuration not stated)	-13%
CC1CCCCC12NC(=O)N(CC(=O)NCCc1ccccn1)C2=O (configuration not stated)	9%
O=C(Nc1ccc2nn(-c3ccccc3)nc2c1)c1ccc2c(c1)OCCO2	-1%
N#CC1=C(N)Oc2cc(N)ccc2C1C1CC=CCC1 (configuration not stated)	-3%
CC(=O)Nc1ccc2nc(-c3ccccn3)[nH]c2c1	-5%
COc1cccc(NC(=O)CCNC(=O)Cn2ccc3ccccc3c2=O)c1	2%
CC(=O)Nc1ccc(N2C(=O)/C(=C/c3ccc([N+](=O)[O-])cc3)C=C2c2ccccc2)cc1	0%
O=C(c1ccc(=O)oc1)N1CCOCC1	21%
O=C(COc1cccc2ccccc12)NCc1cccnc1	-4%
O=C1COc2ccc(OCc3ccc(F)cc3)cc21	-5%
CC12COC3(C(=O)Nc4cccnc4)CC1CCC32C (configuration not stated)	1%
C/C(=N\OC(=O)c1cccc(Cl)c1)c1sc(C)nc1C	-7%
Cc1ccc(-c2n[nH]c(=S)n2/N=C/c2cccn2C)cc1	-17%
CCOc1cc(OCC)cc(C(=O)Nc2ccc(Cl)c(NC(=O)c3ccco3)c2)c1	6%
CCOC(=O)C1CCN(C(=O)CCn2c(=O)[nH]c3ccsc3c2=O)CC1	-8%
CCOc1ccc(/C=C/C(=O)c2cccc(Br)c2)cc1	1%
Cc1cccc(NC(=O)COc2nsnc2N2CCOCC2)c1	7%
Cc1ccc(C(=O)CSC2=C(C#N)C(c3ccco3)C3=C(CC(C)(C)CC3=O)N2)cc1 (configuration not stated)	13%
O=C(Nc1ccc(S(=O)(=O)Nc2nccs2)cc1)c1cncc(Br)c1	-5%
O=C(O)CSCCn1cccn1	-8%
COc1ccc(C2Nc3ccccc3C(=O)N2Cc2ccco2)cc1CSc1nc2ccccc2s1 (configuration not stated)	4%
COc1ccccc1-n1cnc2sc(-c3ccccc3)cc2c1=O	-1%
O=c1[nH]c(SCc2n[nH]c(=S)n2-c2ccccc2)nc2sc3c(c12)CCC3	-4%

(listing goes on)
molecule	mouse EphA4 binding
O=S(=O)(/N=C(/Nc1ccccc1F)c1ccccc1)c1ccccc1	-12%
Cn1c(=O)c2c(nc(N3CCCCC3)n2CCSc2nc3ccccc3s2)n(C)c1=O	-15%
CCOC(=O)N1CC=C2C(C#N)=C(N)C(C#N)(C#N)[C@H](c3ccsc3)[C@H]2C1	-16%
CCOc1ccc(-c2nnc(-c3cccs3)o2)cc1OCC	-24%
